Source: PubChem BioAssay (several laboratories)
DAX1 inh-1 = DAX1 (NR0B1) inhibition, primary screen; hit rate 1.1% among 370,000; AID 652010; HEK293T StAR-luciferase reporter, SF-1/DAX-1 repression relief; inhibition, % at 6.8 µM;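 active = inhibition above the mean over all tested compounds plus 3 SD, cut at about 3.6% in these data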;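 note: 0% = DAX-1 cells with DMSO and 100% = cells lacking DAX-1 with DMSO; higher inhibition means more luminescence from relief of DAX-1 repression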
hcDAF-12 act = activators of H. contortus DAF-12 nuclear receptor | activation, % at 6.8 µM | AID 652067 | HEK293 hcDAF-12 lit1-tk-luc reporter, luminescence; 0% DMSO, 100% Δ7-dafachronic acid | hit rate 1.4% among 370,000;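 active = activation above the mean of all tested compounds plus 3 SD, cut at about 5.5% in these data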;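 note: 100% = response to 3 µM Δ7-dafachronic acid high control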
GC-B act = GC-B (human) receptor activation | HEK293-GC-B cells, CNP EC30, cGMP TR-FRET; 0% at EC30 CNP, 100% saturating CNP | AID 1920062 | P20594 | activation, % at 10 µM | hit rate 0.11% among 370,000;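 active = activation at 10 µM reaching about 35% in either raw or pattern-adjusted values, limit read from the data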
NPR1 activator = GC-A (human) enzyme activation; activation, % at 10 µM; P16066; AID 1671463; hit rate 0.14% among 370,000; HEK293 GC-A cells, cGMP TR-FRET, EC30 ANP; 0% at EC30 ANP, 100% saturating ANP; in the data active = activation above about 40%
Target sequence (P16066 whole entry, looked up): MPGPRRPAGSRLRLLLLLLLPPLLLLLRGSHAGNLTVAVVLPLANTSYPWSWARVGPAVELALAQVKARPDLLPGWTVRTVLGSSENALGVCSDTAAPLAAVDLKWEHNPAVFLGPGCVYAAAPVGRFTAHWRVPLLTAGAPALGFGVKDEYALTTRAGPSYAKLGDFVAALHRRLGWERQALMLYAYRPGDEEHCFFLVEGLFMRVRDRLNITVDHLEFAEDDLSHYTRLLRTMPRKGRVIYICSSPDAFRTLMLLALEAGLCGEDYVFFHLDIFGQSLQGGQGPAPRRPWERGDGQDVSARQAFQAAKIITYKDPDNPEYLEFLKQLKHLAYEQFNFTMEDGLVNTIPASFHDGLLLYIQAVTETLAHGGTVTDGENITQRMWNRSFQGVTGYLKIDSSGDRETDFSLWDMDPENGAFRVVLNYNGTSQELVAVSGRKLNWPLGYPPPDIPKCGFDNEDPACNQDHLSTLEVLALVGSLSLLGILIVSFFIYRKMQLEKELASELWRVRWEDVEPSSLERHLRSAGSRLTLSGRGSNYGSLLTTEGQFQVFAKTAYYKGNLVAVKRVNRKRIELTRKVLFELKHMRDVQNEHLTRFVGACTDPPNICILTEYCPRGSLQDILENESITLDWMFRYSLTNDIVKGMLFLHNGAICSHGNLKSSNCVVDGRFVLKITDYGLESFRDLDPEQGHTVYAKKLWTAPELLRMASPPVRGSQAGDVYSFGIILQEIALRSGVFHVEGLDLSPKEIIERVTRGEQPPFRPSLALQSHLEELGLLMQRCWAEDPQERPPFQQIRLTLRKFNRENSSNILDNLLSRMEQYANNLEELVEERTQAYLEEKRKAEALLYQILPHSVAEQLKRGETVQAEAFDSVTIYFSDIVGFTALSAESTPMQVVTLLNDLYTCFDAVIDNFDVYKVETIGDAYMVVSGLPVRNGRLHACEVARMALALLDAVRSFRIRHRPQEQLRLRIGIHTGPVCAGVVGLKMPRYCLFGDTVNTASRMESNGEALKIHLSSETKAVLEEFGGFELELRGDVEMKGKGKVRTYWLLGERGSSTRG
GAA850 FXN act = increases GAA850 frataxin promoter reporter activity; HEK293 lucGAA850 FXN promoter luciferase reporter, 24 h; percent of 10 µM SAHA response; hit rate 0.56% among 360,000; activation, % at 6 µM;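 active = activation above the average of all compounds screened plus 3 SD, cutoff fixed separately per campaign, cut at about 7.5% in these data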;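 note: 0% = DMSO wells and 100% = 10 µM SAHA wells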
proKLK7 act = activators of human kallikrein-7 zymogen. P49862. purified proKLK7, EDANS-DABCYL substrate fluorescence; 100% is mature enzyme control, 0% vehicle. activation, % at 7 µM. hit rate 0.9% among 370,000;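 active = activation above the mean of all tested compounds plus 3 SD, computed per campaign excluding outliers beyond control limits, cut at about 13% in these data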
hgDAF12 agonist = agonists of H. glycines DAF-12 nuclear receptor. HEK293 GAL4-hgDAF12 UAS-luciferase reporter, agonist luminescence; normalized to butyrate control. activation, % at 6.8 µM. hit rate 1.8% among 370,000;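 active = activation above a cutoff set at the mean of all screened compounds plus 3 SD, cut at about 10% in these data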;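 note: 0% = DMSO wells and 100% = sodium butyrate wells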
SMARCA2 act = activators of SMARCA2 function; MG213 cells, MMTV-luciferase reporter, dexamethasone, overnight; activation, % at 9.1 µM; hit rate 1% among 370,000; AID 652017; in the data active = activation above about 7.8%;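 note: 0% = vehicle wells and 100% = reference activator wells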
ssDAF12 agonist = activators of S. stercoralis DAF-12 nuclear receptor | HEK293 ssDAF-12/GRIP1 lit1-tk-luc reporter, luminescence; % of 3 µM dafachronic acid response | activation, % at 6.8 µM | hit rate 1% among 370,000;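 active = activation above the mean over all tested compounds plus 3 SD, cut at about 0.9% in these data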;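 note: 0% = DMSO-only wells and 100% = 3 µM delta7-dafachronic acid wells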
DAX1 inh-2 = inhibitors of human orphan nuclear receptor DAX1 (NR0B1) | P51843 | HEK293 Gal4-DAX1 luciferase reporter, luminescence | inhibition, % at 6.75 µM | hit rate 0.99% among 340,000 | AID 504766;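 active = inhibition above the mean over all tested compounds plus 3 SD, cut at about 4.2% in these data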;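 note: 0% = DAX1-transfected cells with DMSO and 100% = empty-vector control cells with DMSO; inhibition shows as a rise in luminescence from relieved DAX1 repression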
sPLA2-III inh = Inhibits HGIII-sPLA2 liposome hydrolysis, primary screen. QFRET BODIPY PC-A2 liposome hydrolysis, fluorescence. inhibition, % at 12.2 µM. hit rate 0.56% among 370,000. AID 743126;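 active = inhibition above mean plus 3 SD of compounds lying within the high and low control bounds, cut at about 19% in these data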;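 note: 0% = median of test compound wells and 100% = no enzyme DMSO wells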
An asterisk follows results filed as active; . = no result given. Hits appear at their usual frequency; any-hit rate near 6.7%.

SMILES | DAX1 inh-1 | hcDAF-12 act | GC-B act | NPR1 activator | GAA850 FXN act | proKLK7 act | hgDAF12 agonist | SMARCA2 act | ssDAF12 agonist | DAX1 inh-2 | sPLA2-III inh
O=C(C1CCN(c2ncnc3c2nc2n3CCCCC2)CC1)N1CCN(c2ccccc2F)CC1 | -4.8 | -2.8 | -0.5 | 4.4 | -0.1 | -0.1 | -2.3 | -0.5 | -1.7 | -2.2 | -0.7
CCc1cc2c(NCc3ccco3)ncnc2s1 | -1.5 | -3.6 | 2.4 | 9.9 | 0.9 | 1.2 | -4.8 | -4.8 | -1.3 | -0.4 | -2.2
COc1ccc(-c2cc(C(=O)N3CCCC3)c3ccccc3n2)cc1OC | -0.9 | -2.0 | 2.5 | 2.8 | -0.8 | -0.1 | -2.1 | -1.7 | -0.6 | -0.2 | 3.1
Cc1csc(NC(=O)/C=C/c2ccc3c(c2)OCO3)n1 | 4.6* | 3.8 | 1.1 | 9.0 | 2.2 | -0.3 | 15.1* | 2.3 | 1.1* | -1.8 | 3.3
COc1ccc(CC2(c3ccccc3)NC(=O)NC2=O)cc1 (stereo not given) | -0.6 | 2.5 | 5.1 | 2.1 | -0.7 | -0.2 | 1.9 | 2.6 | -1.7 | 0.9 | -2.1
O=S(=O)(c1ccc(F)c(F)c1F)N1CCN(C(=S)Nc2ccccc2)CC1 | 0.7 | 0.5 | 1.1 | -3.8 | 1.4 | -0.7 | -2.5 | -3.4 | -1.3 | -0.6 | -9.3
COc1ccccc1N(C)S(=O)(=O)c1ccc(Cl)c(C(=O)NNC(=O)c2ccccc2O)c1 | 0.5 | 0.8 | -1.0 | 5.3 | 0.6 | -0.5 | 0.1 | -1.4 | -0.5 | -0.7 | 11.3
CCc1cc(=O)oc2cc(OCC(=O)NC3CC(C)(C)NC(C)(C)C3)ccc12 | -3.1 | 1.9 | -6.0 | -2.2 | 2.3 | 0.2 | 0.8 | -3.5 | -0.7 | 0.9 | 5.7
Nc1c(-c2ccc(F)cc2)cnc2ncnn12 | 0.3 | -1.1 | -0.1 | 1.3 | -0.2 | 0.1 | -0.5 | 0.2 | -1.5 | -0.2 | 1.1
CC(C)NC(=O)C1Cc2c(-c3ccc4c(c3)OCO4)ccnc2O1 (stereo not given) | -1.1 | -0.7 | 2.4 | 1.0 | 0.2 | 0.9 | -3.4 | -2.4 | -0.6 | . | -1.0
Cc1ccc2c3c([nH]c2c1)C(=O)CC(C)(C)S3 | -1.9 | 1.2 | 11.0 | 0.4 | 0.3 | 1.5 | 2.8 | 1.5 | -0.7 | -0.3 | -3.2
CC(C)=CCCC1=CC[C@H]2[C@@H](C1)C(C(C)C)=CC(=O)[C@@]2(C)O | 0.1 | -0.7 | -3.2 | -8.2 | . | 0.1 | 0.7 | -5.9 | -0.8 | . | 15.3
CC(C)C(=O)N1CCN(c2nc(-c3ccccc3)c3c(c2C#N)CC(C)(C)OC3)CC1 | 0.1 | -2.6 | 5.3 | 2.5 | 3.0 | 1.4 | -1.1 | -1.3 | -0.6 | -0.9 | -7.9
C/C(=N\NC(=O)c1ccc(O)cc1O)c1cccnc1 | 1.7 | -0.3 | 0.2 | 0.7 | 1.3 | -0.4 | 4.5 | 10.5* | -0.3 | 1.1 | -9.2
NC(=O)C1CCN(C(=O)C2CCN(C(=O)Nc3ccccc3)CC2)CC1 | 0.7 | -0.7 | 7.2 | 2.1 | 0.3 | -0.3 | -1.5 | -0.8 | -1.4 | 1.6 | 6.3
CC12CCC(CC1O)C2C(=O)O (stereo not given) | 0.4 | -1.8 | 3.5 | -1.1 | -0.2 | -0.1 | 2.9 | -0.2 | -0.9 | 0.2 | 2.4
COc1ccc(CN2CCNC(=O)C2CC(=O)NCCN2CCCCC2=O)c(F)c1 (stereo not given) | 2.3 | -3.1 | -3.8 | 2.7 | 0.4 | 0.8 | -0.6 | -3.6 | -1.2 | -0.1 | -0.4
CCN1CCN(c2ccc(S(=O)(=O)N3CCCCC3)cc2NC(=O)c2cccc(C)c2[N+](=O)[O-])CC1 | -0.3 | -0.5 | 3.1 | -2.4 | -0.6 | -0.5 | 1.1 | -0.7 | -0.9 | -1.3 | -22.6
Oc1ccc2ccccc2c1/C=C/c1ccc2c(Br)cc(Br)c(O)c2n1 | -1.9 | 1.1 | -7.8 | -2.9 | 0.0 | 0.0 | -1.8 | -5.4 | -0.1 | -1.1 | 10.2
CCOC(=O)c1cc(NC(=O)c2cc(C)on2)cc(C(=O)OCC)c1 | -0.9 | -0.4 | -0.1 | 3.3 | 0.5 | 0.4 | -2.2 | -0.3 | -1.6 | 2.1 | 0.9
CCCCNC(=O)CCCCC(=O)N/N=C/c1ccccc1Cl | -0.1 | 0.7 | -7.7 | -5.1 | 1.4 | 0.2 | -3.4 | -2.8 | -1.1 | -1.4 | 13.0
COc1ccccc1-c1nc(SCC(=O)NCc2ccco2)c2c(=O)n(C)c(=O)n(C)c2n1 | -2.9 | -2.3 | 2.7 | 6.9 | -2.4 | -5.0 | -3.5 | -0.1 | -0.7 | 0.5 | -2.2
CC(C)(c1ccccc1)c1ccc(OCc2ccc(C(=O)O)o2)cc1 | 11.1* | 4.0 | -0.7 | 2.2 | 7.5 | 0.1 | 9.4 | 4.4 | 0.4 | 2.4 | -24.6
COc1ccc(C(=O)CSc2nnc(-c3ccccc3)o2)cc1 | 1.4 | -0.6 | 3.9 | 8.3 | -2.1 | -0.3 | -2.2 | -0.2 | -0.7 | 1.3 | -16.1
COc1cccc(NS(=O)(=O)CC23CCC(CC2=O)C3(C)C)c1 (stereo not given) | -1.0 | -1.2 | -1.1 | -2.7 | 2.1 | 0.1 | -1.6 | 0.9 | -0.7 | -0.8 | -5.4
CC(C)(C)n1nc2c(c1NC(=O)c1ccco1)CS(=O)C2 (stereo not given) | -1.0 | -1.2 | -1.4 | -1.7 | 1.7 | -0.1 | -0.8 | 5.3 | -1.2 | 2.3 | 6.2
O=C(Nc1cccnc1)c1ccc(Cl)c(Cl)c1 | -0.2 | 1.1 | -5.6 | -1.8 | -0.2 | 0.7 | 2.2 | 1.5 | -1.4 | -1.4 | -0.2
CCSc1nnc([C@H](Cc2ccccc2)NC(=O)OC(C)(C)C)o1 | -0.8 | 0.2 | -9.1 | -0.5 | 0.5 | -0.1 | -0.6 | -0.1 | -1.9 | 0.8 | -2.5
CC(Sc1nnc2c(n1)C1CCC2(C)C1(C)C)C(=O)Nc1ccccc1 (stereo not given) | -0.8 | -1.4 | -5.6 | -3.0 | 1.4 | 0.4 | -0.3 | -4.9 | -1.4 | 0.9 | 11.9
Nc1nonc1-n1nnc(C(=O)N/N=C/c2ccc(Cl)cc2Cl)c1CN1CCCCC1 | 0.0 | -1.6 | 12.0 | -1.0 | -0.8 | -0.3 | -3.5 | -0.8 | -0.5 | 0.2 | 4.3
O=C(CNC(=O)c1cccc(Br)c1)N/N=C/c1ccc2c(c1)OCO2 | 0.1 | -0.6 | -0.3 | 0.2 | 1.0 | -0.7 | -1.2 | 2.2 | -0.4 | 3.2 | -4.3
CC(C)(C)C(=O)Nc1cc2c3c(c1)CCN3C(=O)CC2 | -0.4 | -1.5 | -0.3 | 4.1 | 0.7 | -0.3 | 2.7 | -2.1 | -1.1 | 0.2 | 3.8
Cc1ccc(S(=O)(=O)Nc2c(C)n(C)n(-c3ccccc3)c2=O)cc1C(=O)NCc1ccco1 | -0.1 | -1.3 | -2.4 | -0.6 | 2.0 | 0.2 | -2.1 | -1.2 | -1.1 | 1.1 | 1.4
CCN(CC)c1ccc(C=N/C(C#N)=C(\N)C#N)cc1 | 1.1 | 3.5 | 2.5 | -3.5 | 6.6 | 0.0 | 15.2* | 8.8* | -0.9 | 1.1 | 2.8
CCSc1nnc(-c2cccc(S(=O)(=O)N(CC)CC)c2)n1Cc1ccccc1 | -2.9 | -3.2 | 2.5 | -6.5 | -3.4 | 0.7 | -1.8 | -3.6 | -2.2 | -2.5 | -4.1
NC(=O)c1nsc(C(=O)N(Cc2ccco2)C(C(=O)NCC2CCCO2)c2ccc(F)cc2)c1N (stereo not given) | -0.7 | -0.5 | 2.6 | -4.8 | 1.3 | 1.5 | -4.0 | 3.7 | -1.4 | -0.7 | -1.7
O=C(NCc1ccccc1)c1nc[nH]c1C(=O)NCc1ccccc1 | 0.2 | 0.7 | -2.1 | 2.9 | 1.1 | 0.4 | -2.0 | 2.7 | -1.9 | -0.5 | -19.6
CCC(CC)C(=O)Nc1nnc(S(=O)(=O)Nc2ccccc2C)s1 | 0.3 | 0.5 | 1.6 | -0.2 | 1.1 | 0.8 | 0.8 | -1.2 | -0.6 | -0.4 | 6.2
CCOc1cc2c(cc1OCC)C(c1ccc(F)cc1)NCC2 (stereo not given) | -0.4 | -1.3 | -4.5 | 1.4 | -3.1 | 0.4 | -0.5 | -1.2 | -0.2 | 0.1 | -3.7
COc1ccc(-c2noc(CN(C)S(=O)(=O)c3ccc(Cl)cc3)n2)cc1OC | -0.6 | -0.7 | -2.9 | 7.9 | 1.1 | -0.1 | 0.8 | 2.0 | -0.7 | -0.8 | 0.0
O=C1CCC(/C=C/c2ccccc2)=NN1Cc1ccc(F)cc1 | 0.0 | -1.4 | -1.6 | -4.8 | 0.2 | -0.6 | 3.1 | 2.4 | -1.6 | 0.3 | 0.8
Nc1ccccc1C(=O)Nc1cccc(C(=O)O)c1 | 0.2 | 2.1 | -2.0 | -1.1 | 2.0 | 0.7 | -0.1 | 2.4 | -0.2 | -2.0 | 3.9
CCCC(=O)c1cc(-c2nc3ccccc3n2C)n(C)c1 | -0.9 | -0.6 | 2.0 | -0.7 | -1.5 | -0.5 | -1.1 | -1.0 | -1.3 | -2.0 | 6.1
CC1CCN(CCCN2C(=O)C3C(C(=O)Nc4ccc(Cl)cc4)C4C=CC3(O4)C2C(=O)NC2CCCCC2)CC1 (stereo not given) | 0.6 | -1.0 | -2.8 | 6.7 | -1.2 | -0.1 | -1.5 | -0.9 | -1.2 | 1.2 | -5.3
Cc1cc(C(=O)N/N=C/c2ccccn2)n[nH]1 | 1.1 | 1.9 | 3.3 | 0.5 | 2.1 | 0.0 | 2.1 | 1.1 | 0.1 | -0.2 | -1.1
COc1ccccc1C(=O)Nc1nnc(S(=O)(=O)N2CCCCC2)s1 | 0.0 | -1.6 | -3.1 | 2.2 | 0.8 | -0.2 | 0.4 | -3.8 | -1.0 | -0.1 | 1.7
CCOC(=O)C1=C(C)Nc2sc(C(=O)c3ccc(F)cc3)c(N)c2C1c1ccc(C(=O)OC)cc1 (stereo not given) | -0.9 | -2.9 | -4.9 | -15.3 | -3.0 | -11.6 | -2.0 | -5.8 | -1.8 | -0.3 | -11.5
